# RMI-FANCM inh: RMI-FANCM interaction inhibition. Fluorescence polarization, RMI core complex with F-MM2 peptide; active compounds read low. FP signal (polarization) at 33 µM. 70,000 compounds, 0.58% hits; in the data active = FP signal below about 40; note: inactives centre near 61; strong numbers were not always called active; unit not given here
# Starred values were filed as active, the others as inactive; & = joins results of further samples. This is a subset, so the mix of outcomes need not match the whole.
SMILES,RMI-FANCM inh
Cc1cc(N2CCCC2)n2nc(C(F)(F)F)c(-c3ccccc3)c2n1,62
COC(=O)[C@@H]1[C@H]2C[C@H]3c4[nH]c5ccccc5c4CCN3C[C@@H]2CC[C@@H]1O,57&61
CC(=O)N1CCc2cc(S(=O)(=O)NCCn3nc(-c4ccc(F)cc4)ccc3=O)ccc21,54
N#CCS(=O)(=O)c1cccc(Cl)c1,62
O=C(Cc1csc(NC(=O)c2ccc[nH]c2=O)n1)NCc1ccc(F)cc1,62
Cc1cc(C(=O)Nc2nc(-c3ccc(Cl)s3)cs2)on1,68
Cc1cc(NC(=O)c2ccc(C#N)cc2)n(-c2nc3ccccc3s2)n1,64
CN(C)c1ccc(/C=N\NC(=O)/C=C\C(=O)O)cc1,86
CCC(=O)Nc1ccc(SCC(=O)N2CCOCC2)nn1,52
CCn1c(SCC(=O)N2CCCc3ccccc32)nnc1-c1c[nH]c2ccccc12,59
O=C(CSc1nc(-c2ccccc2)cn1-c1ccccc1)NC(=O)Nc1ccccc1,61
CCCCOc1ccc(C(=O)Nc2nnc(-c3ccco3)o2)cc1,61
Cc1cccc(CC(=O)NNC(=O)c2ccc(=O)n(Cc3ccccc3)c2)c1,62
N#Cc1sccc1Br,62
O=C(c1ccc(Br)o1)N1CCN(S(=O)(=O)c2cc3c4c(c2)CCN4C(=O)CC3)CC1,58
COc1ccc(S(=O)(=O)Nc2ccc3c(c2)CN(C(=O)c2ccccc2)CC3)cc1C,60
CCOC(=O)c1c(NC(=O)CSc2n[nH]c(N)n2)sc(C)c1C,63
C=C(C)COc1ccc2oc(=O)cc(-c3cc4ccccc4o3)c2c1,52
O=C(N1CCN(C(c2ccccc2)c2ccccc2)CC1)C12CC3CC(CC(C3)C1)C2,60
Cc1nc2ccc3nc(NC(=O)Cc4ccc(F)cc4)sc3c2s1,58
O=C(NCCOc1ccc2nnc(-c3ccccc3)n2n1)c1ccco1,59
COc1ccc(S(=O)(=O)N2CCC(C(=O)Nc3cc(C)nn3C(C)C)CC2)cc1,70
COc1cc(C2SCCS2)cc([N+](=O)[O-])c1OC(=O)Cc1ccccc1,51
O=C1NC(c2ccc([N+](=O)[O-])o2)Nc2sc3c(c21)CCCC3 (stereo not drawn),124
CCOc1ccccc1C(=O)NCCc1cn2ccsc2n1,56
C[C@H]1[C@H](NC(=O)/C(=N/OC(C)(C)C(=O)O)c2csc(N)n2)C(=O)N1S(=O)(=O)O (stereo in doubt),56
CN(C)c1ccc(CCCNC(=O)c2ccco2)cc1,72
COc1cc(NC(=O)Cn2cnc3c(sc4cccc(F)c43)c2=O)cc(OC)c1OC,89
CCOc1ccc(N2CC(NC(=O)Nc3nc(C)cs3)CC2=O)cc1 (stereo not drawn),59
CN(C)/C=C/C=C/C=C1\c2ccccc2-c2ccc([N+](=O)[O-])cc21,53
O=C(O)C(Cc1c[nH]c2ccccc12)NCc1ccc([N+](=O)[O-])cc1 (stereo not drawn),58
Cc1c(C)n(CC(O)CN2CCOCC2)c2ccccc12 (stereo not drawn),60
COc1ccccc1OCC(=O)Nc1cc(C)nn1-c1nc2c(cnn2-c2ccc(F)cc2)c(=O)[nH]1,67
COC(=O)c1ccc(NC(=O)Cn2nc(C3CC3)c3cnn(-c4ccccc4)c3c2=O)cc1,95
Nc1ncnc2sc3c(c12)CCCC3,53
O=C(NCCOc1ccc(-c2ccco2)nn1)c1ccccc1[N+](=O)[O-],52
O=C(NNc1nc(-c2ccc(F)cc2)cs1)c1ccc(Cl)cc1,58
Cc1cc(NC(=O)c2cccs2)n(-c2ncnc3c2cnn3-c2ccc(Cl)cc2)n1,38
Cn1c(=O)n(CC(=O)N2CCCC2)c(=O)c2c(N3CCN(C(=O)c4ccco4)CC3)ccnc21,64
CCOC(=O)/C=C/C(=O)Nc1sc(C)c(C)c1C(N)=O,52
Cc1c(C(=O)NNc2c(Cl)cccc2Cl)n(C)oc1=O,57&54
O=C(Nc1ccccc1-c1nc2ccccc2[nH]1)c1cccc(Br)c1,53
COc1ccc(C2C=C(c3ccc(C)cc3)Nc3ncnn32)cc1OC (stereo not drawn),54
COc1ccc(-c2cn3c(C(=O)Nc4nccs4)csc3n2)cc1,65
NNC(=O)CNC(c1ccccc1)c1cc(Br)ccc1NC(=O)CN1CCOCC1 (stereo not drawn),58
Cn1ccc(C(=O)Nc2nc3cc4c(cc3s2)OCCO4)n1,69
COC(=O)CN1CCN(c2nc3c(c(=O)[nH]c(=O)n3C)n2Cc2ccc(Cl)cc2)CC1,55
Cc1nc2cc(NC(=O)c3sc4ccccc4c3Cl)ccc2n1-c1ccccc1,69
COc1cn(CC(=O)Nc2ccc3c(c2)OCCO3)c(CN2CCCCC2)cc1=O,58
COC(=O)c1ccc(NC(=O)C(=O)NCC2CCN(Cc3ccccc3)CC2)cc1,76
COc1ccc(C(=O)Nc2cccc(-n3c(C)nc4ccccc4c3=O)c2)cc1OC,57
CC(C)(C)C(=O)OC/C(N)=N\OC(=O)c1ccc([N+](=O)[O-])cc1,54
O=C(Nc1ccc2c(c1)N(C(=O)C1CC1)CC2)c1cccc(F)c1,67
COc1ccc(Cl)cc1NC(=O)CSc1ncc(S(=O)(=O)c2cccs2)c(N)n1,87
Cc1ccc(OCCCC(=O)Nc2cc(C)cc(C)c2)cc1,77
Cc1cccc(NC(=O)NCCOc2ccc3nnc(-c4ccccc4)n3n2)c1C,66
Cc1cccc(C)c1NC(=O)CSc1c(Cl)cccc1[N+](=O)[O-],55
CCC(=O)N1CCc2ccc(N)cc2C1,68
O=S(=O)(Oc1ccc(Cl)cc1)c1csc(C(F)(F)F)c1-c1ccccc1,54
CCN1CCN(c2nc3ccc(OC(=O)c4ccccc4Br)cc3s2)CC1,64
# Continuation.
SMILES,RMI-FANCM inh
Cc1ccccc1C(=O)NNC1CC(=O)N(c2ccc(Cl)cc2)C1=O (stereo not drawn),58
Cc1ccc(NC(=O)c2oc3ccccc3c2NC(=O)/C=C\c2ccccc2)cc1,75
Cc1nc(-c2ccc(S(=O)(=O)N3CCN(c4ccc(F)cc4)CC3)s2)cs1,73
NS(=O)(=O)c1ccc(Sc2ccccc2)c([N+](=O)[O-])c1,46
COC(=O)C1C(c2ccc([N+](=O)[O-])cc2)C(C(=O)OC)S(=O)(=O)CS1(=O)=O (stereo not drawn),62
CC(C)(O)c1nc2ccccc2n1Cc1ccccc1F,67
COc1ccc(CCNC(=O)Cn2c(-c3nnc(C)o3)cc3ccccc32)cc1OC,59
CCSc1ccccc1C(=O)N1c2ccccc2CC1C(N)=O (stereo not drawn),54
CN1C(=O)C(C)(C)COc2ccc(NC(=O)c3ccc(-c4ccccc4)cc3)cc21,74
COc1ccccc1C(=O)N1CCC(c2nnc(-c3ccco3)o2)CC1,59
COC(=O)c1ccc(NC(=O)CSc2ccc(NC(=O)c3ccccc3)nn2)cc1,107
CS(=O)(=O)NCCOc1ccc2nnc(-c3ccc(F)cc3)n2n1,69
CC1=C(C(=O)Nc2ccccn2)C(c2cccc([N+](=O)[O-])c2)NC(=S)N1 (stereo not drawn),63
CC(C)c1nnc(NC(=O)c2ccc3ccccc3n2)s1,64
CCS(=O)(=O)Nc1cccc(C2=NN(S(=O)(=O)c3ccc(C)cc3)C(c3ccc(OC)cc3)C2)c1 (stereo not drawn),79
CC1(C)C=Cc2cc(-c3noc(-c4ccccc4)n3)ccc2O1,62
CCOc1cccc2sc(=NC(=O)c3ccc(Br)s3)n(CC)c12,61
CCOC(=O)COc1cc(O)c2c(=O)cc(-c3ccccc3)oc2c1,88
COc1ccc(S(=O)(=O)Nc2ccc3c(c2)C(=O)N(C)c2cc(C)ccc2O3)c(C)c1,67
N#CC(c1cccs1)N1CCOCC1 (stereo not drawn),54
O=C(C(c1ccc2c(c1)C(=O)c1ccccc1C2=O)=P(c1ccccc1)(c1ccccc1)c1ccccc1)c1ccc(Cl)cc1,53
CC/C(C)=N\NC(=O)c1ccncc1,58
Cc1nnsc1C(=O)N/N=C/c1ccccc1Cl,56
O=C(Cn1cnc2c(sc3cccc(Cl)c32)c1=O)Nc1ccc2c(c1)OCO2,39
NC(=O)c1ccc(NC(=O)C(=O)NCCC(c2ccccc2)c2ccccc2)cc1,93
O=S(=O)(NCCOc1ccc2nnc(-c3ccccc3)n2n1)c1ccccc1F,59
Cc1ccn2c(=O)nc(SCC(=O)Nc3ccc(F)cc3F)nc2c1,52
Cc1noc(C)c1C(=O)N1CCN(c2ncc(C(F)(F)F)cc2Cl)CC1,54
COc1ccc(Cl)cc1NC(=O)CC(C)n1nc(C)c(C(C)=O)c1C (stereo not drawn),63
COc1ccc(-c2cc(-c3cccs3)nc3sc(C(N)=O)c(N)c23)cc1,33*
N#Cc1nc2c(nc1C#N)-c1ccccc1C2=O,64
COc1cccc(-c2noc(CN3C(=O)C(C)Oc4ccccc43)n2)c1 (stereo not drawn),59
O=C(Oc1cccnc1)c1cc2ccccc2oc1=O,53
O=c1oc2ccccc2cc1C1=NN(c2ccccc2)C(c2ccccc2)C1 (stereo not drawn),108
C#CCn1c(=NC(=O)c2ccnn2CC)sc2cccc(F)c21,73
Cc1cccc(-n2c(O)c(C=C3N=c4ccccc4=N3)sc2=S)c1C,66
CC(C)C(=O)Nc1ccc(SCC(=O)N(C(C)C)C(C)C)nn1,67
Cc1ccc(S(=O)(=O)Nc2csc(C)c2C(=O)O)cc1,51
COc1cc(C2C(C#N)=C(SCC(=O)Nc3ccc(F)cc3)NC3=C2C(=O)CCC3)cc(OC)c1OC (stereo not drawn),59
Cc1ccc(C)c(OC(C)C(=O)Nc2c(C)nc3ccccn3c2=O)c1 (stereo not drawn),69
O=C(CSc1ccc(NC(=O)c2ccccc2F)nn1)NCc1cccs1,64
O=C(NCc1cccnc1)NC(=O)c1ccccc1,61
COc1ccccc1N1CCN(C(=O)c2csc(Nc3ccccc3)n2)CC1,62
COc1ccc(S(=O)(=O)Nc2ccc3c(c2)N(C(=O)C2CC2)CC3)cc1OC,67
O=[N+]([O-])c1cc(C(F)(F)F)cc([N+](=O)[O-])c1Sc1ccccn1,55
Cc1sc2ncn3cnnc3c2c1C,61
O=C(Nc1nnc(-c2ccc(C(F)(F)F)cc2)o1)c1ccc(Br)o1,72
COc1ccc(S(=O)(=O)NCC2CCN(Cc3cccs3)CC2)c(C)c1,75
CN(c1ccc(F)cc1)S(=O)(=O)c1ccsc1-c1nc(-c2ccncc2)no1,65
CSc1ccc(-c2noc(-c3sccc3S(=O)(=O)N(C)c3ccc(F)c(F)c3)n2)cc1,64
Cc1ccccc1NC(=S)N1CCCCC1C (stereo not drawn),54
COc1cccc2sc(N(CCCN(C)C)C(=O)c3ccc(S(=O)(=O)N4CCCc5ccccc54)cc3)nc12,100
O=C(C1CCN(c2ccc(-c3ccc(Cl)cc3)nn2)CC1)N1CCOCC1,59
Cc1ccc(-c2ccc(=O)n(CCNC(=O)Nc3cc(F)ccc3F)n2)cc1,78
O=C(/C=C\c1ccc2c(c1)OCO2)NCCn1ncc2c(=O)n(Cc3ccc(Cl)cc3)cnc21,91
CC(C)(C)C1=N/C(=C\c2ccccc2F)C(=O)O1,59
Cc1ccc(-c2cn3cccnc3n2)cc1,53
O=C(Nc1cc(C(F)(F)F)ccc1Cl)c1cc(S(=O)(=O)N2CCOCC2)ccc1F,56
CCN=C1S/C(=C\c2ccc(F)cc2)C(=O)N1CC,55
O=C(CSC1=NC(=O)/C(=C\c2ccccc2)N1c1ccccc1)Nc1ccccc1,66

# Part of the list above in order of SMILES length, highest first:
SMILES,RMI-FANCM inh
CCS(=O)(=O)Nc1cccc(C2=NN(S(=O)(=O)c3ccc(C)cc3)C(c3ccc(OC)cc3)C2)c1 (stereo not drawn),79
CCn1c(SCC(=O)N2CCCc3ccccc32)nnc1-c1c[nH]c2ccccc12,59
O=C(Nc1nnc(-c2ccc(C(F)(F)F)cc2)o1)c1ccc(Br)o1,72
NS(=O)(=O)c1ccc(Sc2ccccc2)c([N+](=O)[O-])c1,46
Cc1ccc(-c2cn3cccnc3n2)cc1,53

# Single entries from above:
# RMI-FANCM inh with COc1ccc(-c2cc(-c3cccs3)nc3sc(C(N)=O)c(N)c23)cc1 reads 33*
# RMI-FANCM inh with O=[N+]([O-])c1cc(C(F)(F)F)cc([N+](=O)[O-])c1Sc1ccccn1 reads 55
# RMI-FANCM inh with Cc1cccc(-n2c(O)c(C=C3N=c4ccccc4=N3)sc2=S)c1C reads 66
# RMI-FANCM inh with Cc1nnsc1C(=O)N/N=C/c1ccccc1Cl reads 56

# Sorted by the number under RMI-FANCM inh (largest number first): four of the compounds above
SMILES,RMI-FANCM inh
O=C(/C=C\c1ccc2c(c1)OCO2)NCCn1ncc2c(=O)n(Cc3ccc(Cl)cc3)cnc21,91
CN(c1ccc(F)cc1)S(=O)(=O)c1ccsc1-c1nc(-c2ccncc2)no1,65
Cc1ccccc1NC(=S)N1CCCCC1C (stereo not drawn),54
Cc1ccc(-c2cn3cccnc3n2)cc1,53

# The listing picks up, starting 3 compounds before the break.
SMILES,RMI-FANCM inh
O=C(Nc1cc(C(F)(F)F)ccc1Cl)c1cc(S(=O)(=O)N2CCOCC2)ccc1F,56
CCN=C1S/C(=C\c2ccc(F)cc2)C(=O)N1CC,55
O=C(CSC1=NC(=O)/C(=C\c2ccccc2)N1c1ccccc1)Nc1ccccc1,66
Cn1nc(-c2ccccc2)c2sc(N)nc2c1=O,72
CC(=O)/C(=C\N(C)C)c1ncccc1[N+](=O)[O-],49
NCC[C@@H](O)C(=O)N[C@@H]1C[C@H](N)[C@@H](O[C@H]2O[C@H](CN)[C@@H](O)[C@H](O)[C@H]2O)[C@H](O)[C@H]1O[C@H]1O[C@H](CO)[C@@H](O)[C@H](N)C1O (stereo partly drawn),56
c1ccc(-c2cn3c(n2)SCC3)cc1,65
Cc1cc(S(=O)(=O)N2CCN(c3ccc(-c4cccs4)nn3)CC2)ccc1F,117
O=C(Cn1nc2ccc(SC3CCCCC3)nn2c1=O)Nc1ccc2c(c1)OCO2,71
CS(=O)(=O)c1ccc(C2=C(c3ccccc3)C(=O)OC2)cc1,56
c1cc(CSc2nc3ccccc3[nH]2)nc(CSc2nc3ccccc3[nH]2)c1,52
Cn1nccc1C(=O)Nc1cccc2c1C(=O)NC2=O,72
CCCN1CCCc2cc(CCNS(=O)(=O)c3ccc(Cl)s3)ccc21,47

# Screening data (PubChem)
